# Epigenetic derep – regulators of epigenetic silencing causing reporter derepression in mouse cells; murine LDR cells, GFP reporter derepression, 30 h; Potency, µM (titrated, usually from 53.9 µM), without a hit: at the top dose GFP activation, hits mostly activators; actives 0.2% (n = 280,000); AID 1865; also: potency is read from the fitted curve at half-maximal effect; % of control where 0% means no effect; nearly all actives have a fitted effect of over 60% in size
#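 In this reporter-derepression format, murine cells bearing a silenced integrated CMV-GFP locus incubate with test compound (30 h, 37 C), then are washed and imaged; fluorescent objects of 20–120 um count as induced cells.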
# CBFb RUNX1 block – CBF-beta/RUNX1 interaction disruption; AID 1477; 230,000 tested, under 10 active; AlphaScreen CBFb-His/RUNX1-biotin binding, biochemical; Q01196+Q13951; Potency, µM (titrated, usually from 59.8 µM), for the others: at the highest dose activity, negative = inhibition, usual class: inhibitors; also: % of control where 0% means no effect
#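 CBF-beta (His) and RUNX1 (biotin), 30 nM each; 20 min preassociation; + compound, 15 min; + beads 50 ng each (Ni, streptavidin), 90 min; RT; AlphaScreen read.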
# GLA spleen mod – inhibits or activates alpha-galactosidase in human spleen homogenate. AID 2107. Potency, µM (series often up to 80 µM), inactives show at the highest dose activity change, negative = inhibition, most hits filed as inhibitors. P06280. human spleen homogenate, 4MU-alpha-Gal fluorescence, 40 min. actives 0.008% (n = 240,000);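 also: potency is read from the fitted curve at half-maximal effect; 0% = enzyme with vehicle and -100% = no enzyme basal signal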
#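 Spleen homogenate 1 ug + cpd (titration) + 4-MU-alpha-D-galactopyranoside 1 mM; 37C 40 min; 50 mM citrate/phosphate pH 5.0, 0.01% Tween-20; stop pH 10; fluorescence 365/440; AC50 via Hill.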
# NPSR antag – blocks cAMP signaling of the human neuropeptide S receptor; CHO-NPSR cells, cAMP TR-FRET, antagonist mode; Q6W5P4; Potency, µM (series often up to 38.3 µM), for the others: at the highest dose activity change, negative = inhibition, actives largely listed as inhibitors; AID 1461; actives 1% (n = 220,000); also: potency is read from the fitted curve at half-maximal effect; % is scaled to controls: 0 for no effect and ±100 for the full control effect; nearly all actives have a fitted effect of over 50% in size; many of its hits are not listed in these tables
# Target sequence (Q6W5P4 whole entry, looked up): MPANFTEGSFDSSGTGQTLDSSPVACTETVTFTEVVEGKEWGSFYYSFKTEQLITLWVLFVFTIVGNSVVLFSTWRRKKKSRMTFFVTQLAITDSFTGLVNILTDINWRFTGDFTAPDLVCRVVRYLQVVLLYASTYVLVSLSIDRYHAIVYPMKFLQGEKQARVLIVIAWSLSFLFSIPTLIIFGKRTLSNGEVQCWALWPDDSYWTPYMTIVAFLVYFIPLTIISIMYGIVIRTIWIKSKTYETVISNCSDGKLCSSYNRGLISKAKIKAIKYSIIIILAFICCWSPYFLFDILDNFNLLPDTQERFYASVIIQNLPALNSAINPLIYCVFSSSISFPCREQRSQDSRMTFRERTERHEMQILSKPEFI
# Tau fluor cs – counter-screen for tau fibril formation inhibitors | tau K18 P301L Alexa594 fluorescence, heparin fibrillization | Potency, µM (titrated, usually from 57.7 µM), for inactives: at the top dose activity change, negative = decrease | actives 0.93% (n = 280,000) | AID 1463; also: potency is read from the fitted curve at half-maximal effect; % is scaled to controls: 0 for no effect and ±100 for the full control effect; nearly all actives have a fitted effect of over 55% in size
#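 Human tau K18 P301L (15 uM unlabeled, 0.24 uM Alexa 594-labeled) in 100 mM sodium acetate pH 7 with 20 uM heparin, 6 hr at 37 C. ThT 30 uM added, 1 hr ambient; Alexa 594 FP and total fluorescence read at 555/632 nm.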
# TRb-SRC2 inh – disrupts binding of human TR beta to SRC2; TRbeta-SRC2 peptide binding, fluorescence polarization; receptor liganded with 1 µM T3; Potency, µM (titrated, usually from 106 µM), without a hit: at the highest dose activity change, negative = inhibition, actives largely listed as inhibitors; actives 0.065% (n = 280,000); P10828; AID 1469;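 also: potency is read from the fitted curve at half-maximal effect; plate controls were bound peptide for no effect and peptide without receptor for full effect; nearly all actives have a fitted effect of over 50% in size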
# Target sequence (P10828 whole entry, looked up): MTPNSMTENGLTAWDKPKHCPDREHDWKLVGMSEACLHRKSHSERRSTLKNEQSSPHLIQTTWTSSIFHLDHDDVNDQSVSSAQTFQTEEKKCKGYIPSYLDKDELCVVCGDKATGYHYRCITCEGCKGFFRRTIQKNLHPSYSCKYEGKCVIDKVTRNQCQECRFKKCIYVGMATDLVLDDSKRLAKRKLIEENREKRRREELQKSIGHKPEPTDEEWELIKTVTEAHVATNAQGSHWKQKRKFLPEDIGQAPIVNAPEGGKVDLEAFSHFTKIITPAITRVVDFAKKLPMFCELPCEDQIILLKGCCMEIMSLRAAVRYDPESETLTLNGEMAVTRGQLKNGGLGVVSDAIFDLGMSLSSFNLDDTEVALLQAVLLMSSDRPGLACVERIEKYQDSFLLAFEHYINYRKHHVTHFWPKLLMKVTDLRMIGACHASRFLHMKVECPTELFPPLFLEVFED
#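 Assay buffer: 20 mM Tris-HCl, 100 mM NaCl, 10% glycerol, 1 mM EDTA, 0.01% NP-40, 1 mM DTT, 1 uM T3, 5% DMSO; TRb LBD 0.6 uM, Texas Red SRC2 20 nM; FP after 5 hr.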
# TR SRC2 fluor cs – alters Texas Red total fluorescence, flagging assay interference. TRb/SRC2 Texas Red total fluorescence interference. Potency, µM (highest dose often 106 µM), for the others: top-dose fluorescence change, negative = quenching. actives 0.29% (n = 280,000). AID 1479; active = well fitted curve in either direction with a large enough effect; inconclusive = small, poorly fitted or top-dose-only effect; also: potency is read from the fitted curve at half-maximal effect; % is scaled to controls: 0 for no effect and ±100 for the full control effect
#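 Human TRβ ligand-binding domain (0.6 uM) and Texas Red SRC2 peptide (20 nM) in Tris buffer with 1 uM T3 and 5% DMSO were incubated with pinned compound for 5 hr at ambient temperature. Total fluorescence was computed as S + 2P (555/632 nm).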
# Tau FP inhib – blocks human tau fibril formation measured by polarization; P10636; K18 P301L tau heparin fibrillization, Alexa594 FP, 6 h; Potency, µM (top dose mostly 57.7 µM), without a hit: at the top dose activity, negative = inhibition, actives largely listed as inhibitors; actives 0.39% (n = 280,000); AID 1468; also: potency is read from the fitted curve at half-maximal effect; % is scaled to controls: 0 for no effect and ±100 for the full control effect; nearly all actives have a fitted effect of over 55% in size
# Target sequence (P10636 561-689 P618L limits assumed): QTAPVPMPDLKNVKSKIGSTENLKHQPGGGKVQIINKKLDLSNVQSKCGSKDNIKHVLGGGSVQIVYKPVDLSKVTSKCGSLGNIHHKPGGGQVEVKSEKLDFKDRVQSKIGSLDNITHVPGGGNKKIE
#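 FP of Alexa 594-tau after heparin (20 uM) induction. Substrate: human K18 P301L, 15 uM unlabeled, 0.24 uM labeled. Buffer 100 mM sodium acetate pH 7. 6 hr, 37 C.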
# Numbers without * were called inactive; ? = inconclusive; nt = not tested or not shown; [ ] = remark or other dose. Unless noted, calls follow the shape of the dose curve; as a rule, active = well fitted curve in the direction sought with a large enough effect; inconclusive = small, poorly fitted or top-dose-only effect, or another doubt; inactive = no such curve, though single readings can be large; an effect the other way counts as inactive or inconclusive. Not all compounds are listed. The share of hits here may be higher or lower than overall.
# The opening 4 entries, ahead of the listing:
SMILES,Epigenetic derep,CBFb RUNX1 block,GLA spleen mod,NPSR antag,Tau fluor cs,TRb-SRC2 inh,TR SRC2 fluor cs,Tau FP inhib
CCCc1cc(N2CCN(c3cccc(C)c3C)CC2)n2cnnc2n1,-3.4%,nt,nt,nt,-6%,0%,-1%,-10%
CC(=O)NC(Cc1c[nH]c2ccccc12)C(=O)N1CCc2ccccc2C1 (stereo unspecified),1.7%,-4%,9%,6%[46.1 µM],-6%,-3%,-6%,0%
Cn1cnc(S(=O)(=O)N2CCCC(C(=O)Nc3cccc(C#N)c3)C2)c1 (stereo unspecified),0.0%,nt,nt,nt,-4%,7%,0%,1%
CN(/N=C/c1ccc(C(C)(C)C)cc1)C1=NCCN1,-1.2%,23%,1%,3%,5%,4%,0%,?

# The listing (from the top)
SMILES,Epigenetic derep,CBFb RUNX1 block,GLA spleen mod,NPSR antag,Tau fluor cs,TRb-SRC2 inh,TR SRC2 fluor cs,Tau FP inhib
CCCc1cc(N2CCN(c3cccc(C)c3C)CC2)n2cnnc2n1,-3.4%,nt,nt,nt,-6%,0%,-1%,-10%
CC(=O)NC(Cc1c[nH]c2ccccc12)C(=O)N1CCc2ccccc2C1 (stereo unspecified),1.7%,-4%,9%,6%[46.1 µM],-6%,-3%,-6%,0%
Cn1cnc(S(=O)(=O)N2CCCC(C(=O)Nc3cccc(C#N)c3)C2)c1 (stereo unspecified),0.0%,nt,nt,nt,-4%,7%,0%,1%
CN(/N=C/c1ccc(C(C)(C)C)cc1)C1=NCCN1,-1.2%,23%,1%,3%,5%,4%,0%,?
OC(CNC1CCCc2ccccc21)COc1c(Cl)cccc1Cl (stereo unspecified),2.1%,-3%,6%,6%,10%,3%,-6%,-1%
Cc1ccc(OCc2nc(-c3ccc(C(=O)NCCc4ccc(S(N)(=O)=O)cc4)cc3)oc2C)cc1,0.0%,nt,nt,nt,-6%,6%,4%,-2%
Cc1cc(Nc2ncc(Cl)cc2Cl)n(-c2ccccc2C)n1,3.9%,0%,-6%,-17%,-7%,-3%,2%,2%
OC1OC[C@H](O)[C@@H](O)[C@H]1O (stereo partly specified),nt,21%,3%,nt,nt,2%,-3%,nt
Cc1[nH]c(=O)[nH]c(=O)c1S(=O)(=O)N(CC(C)C)CC(C)C,0.3%,1%,-1%,7%,-7%,2%,1%,-11%
Cc1noc(NS(=O)(=O)c2ccc(NC(=O)CSc3nc4c(cc3C#N)CCCCC4)cc2)c1C,-1.0%,-3%,1%,-7%[46.1 µM],-15%,2%,0%,-5%
CC(=O)N1CCc2c(sc3c2c(=O)n(-c2ccccc2)c(=O)n3CC(=O)Nc2cccc(C)c2)C1,?,nt,nt,nt,4%,1%,-25%,?
Cc1ccc(/C=N/Nc2cn[nH]c(=O)n2)o1,-2.6%,-14%,1%,-15%,-3%,4%,-1%,-6%
COc1cc2c(c(OC)c1OC)C(c1ccccc1C)CC(=O)O2 (stereo unspecified),0.0%,-1%[89.1 µM],14%[119 µM],nt,-11%[81.3 µM],0%,-2%,6%[81.3 µM]
COc1ccccc1NC(=O)CSc1nc2nccnc2c(=O)n1CCc1c[nH]c2ccccc12,0.0%,nt,nt,nt,-6%,-5%,?,?
O=C(C1CCC(N2C(=O)C3CC=CCC3C2=O)CC1)N1CCCCC1 (stereo unspecified),-1.9%,12%,6%,-11%[46.1 µM],1%,-15%,0%,-1%

# Arranged by formula weight (falling): some entries from above.
SMILES,Epigenetic derep,CBFb RUNX1 block,GLA spleen mod,NPSR antag,Tau fluor cs,TRb-SRC2 inh,TR SRC2 fluor cs,Tau FP inhib
OC(CNC1CCCc2ccccc21)COc1c(Cl)cccc1Cl (stereo unspecified),2.1%,-3%,6%,6%,10%,3%,-6%,-1%
CCCc1cc(N2CCN(c3cccc(C)c3C)CC2)n2cnnc2n1,-3.4%,nt,nt,nt,-6%,0%,-1%,-10%
COc1cc2c(c(OC)c1OC)C(c1ccccc1C)CC(=O)O2 (stereo unspecified),0.0%,-1%[89.1 µM],14%[119 µM],nt,-11%[81.3 µM],0%,-2%,6%[81.3 µM]

# (further entries)
SMILES,Epigenetic derep,CBFb RUNX1 block,GLA spleen mod,NPSR antag,Tau fluor cs,TRb-SRC2 inh,TR SRC2 fluor cs,Tau FP inhib
S=C(NCc1ccc(Cl)cc1)NC1CCN(Cc2ccccc2)CC1,-0.1%,-4%,-3%,-33%,-22%,5%,-2%,-14%
Cc1cc(Sc2nc(NC(C)(C)C)nc(N3CCOCC3)n2)nc(Cl)n1,-1.0%,-1%,-3%,2%,-7%,-7%,-2%,-7%
CC1CCCN(c2c([N+](=O)[O-])c(=O)oc3ccccc23)C1 (stereo unspecified),0.9%,10%,14%,-1%[46.1 µM],-2%,-2%,-8%,-7%
O=C(/C(=C/O)N=Nc1ccccc1)c1cccs1,-1.4%,-29%,-1%,10µM*,-14%,5%,-5%,5%
COc1cc(C(CCN2CCCC(C)C2)c2c(OC)cc(OC)c3c(C)cc(=O)oc23)cc(OC)c1OC (stereo unspecified),nt,9%,-20%,nt,nt,3%,-2%,nt
CC(C)(CNC(=O)c1ccc(S(=O)(=O)N2CCCC2)cc1)N1CCOCC1,9.0%,14%,8%,14%,2%,-1%,-6%,1%
CC1C=C[C@@H]2[C@H](C1)C(=O)N(Cc1ccccc1)[C@H]2c1ccccc1Br (stereo partly specified),-1.2%,-2%,-2%,nt,-8%[81.3 µM],1%,5%,2%[81.3 µM]
Cc1nn(-c2ccccc2)c(C)c1C(=O)OCC(=O)NC12CC3CC(CC(C3)C1)C2,-0.3%,0%,3%,?,-1%,-11%,2%,7%
Cn1nnc(NC(=S)NC(=O)c2cccs2)n1,0.0%,1%,8%,9%,2%,2%,-1%,-14%
COc1ccc(N2CCN(C(=O)c3cccc4nc(C)oc34)CC2)cc1,-3.5%,-8%,1%,-1%,7%,-1%,-5%,-3%
COC(=O)C(NC(=O)CCc1c(C)nc2c(c(C)nn2-c2ccccc2)c1C)C(C)C (stereo unspecified),-2.5%,nt,nt,nt,-20%,-5%,-2%,-8%
COc1ccc(C2=NN(CC(=O)NCCc3ccc(OC)c(OC)c3)C(=O)CC2)cc1,-1.1%,nt,nt,nt,-2%,-2%,0%,-4%
CCSCc1nnc(SCC(=O)Nc2nc(C)cs2)n1C,-1.3%,-5%,4%,6%,7%,1%,-1%,7%
COc1ccccc1NC(=O)Cn1c(=O)n(CCc2ccccc2)c(=O)c2sc3ccccc3c21,?,nt,nt,nt,-14%,-7%,1%,?
CC(C)CCNc1nc2c(cc1C#N)COC(C)(C)C2,0.0%,20%,5%,-9%[46.1 µM],9%,1%,5%,8%
O=C(NNC(=S)NCCCN1CCOCC1)c1ccncc1,2.5%,8%,3%,18%,2%,-8%,-1%,2%
Cc1ccc(-c2nnc(SCc3ccccc3C)o2)cc1,-0.2%,nt,nt,nt,-10%,1%,-28%,-9%
Cc1ccc(C)c(N2CCN(C(=O)CCCOc3cc(=O)n(C)c4ccccc34)CC2)c1,-1.2%,-6%,-23%,?,-4%,5%,0%,-11%
CO[C@H]1COC(=O)C/C=C\[C@H](C)[C@@H](OC)COC(=O)[C@H](C)COC(=O)C/C=C\[C@@H]1C,1.1%[10.1 µM],6%[13.1 µM],-3%[17.5 µM],nt,-8%[11.6 µM],-4%[11.2 µM],2%[11.2 µM],0%[11.6 µM]
CCN(CC)S(=O)(=O)c1ccc(NC(=O)C2CCCO2)cc1 (stereo unspecified),-1.1%,1%,-2%,-5%[46.1 µM],1%,-1%,0%,-3%
Cc1ccc(OCC(=O)N/N=C\c2ccncc2)c(C)c1,0.0%,-14%,-5%,7%,0%,4%,-2%,10%
O=C(Nc1ccc(Br)cc1)c1ccc(Br)c(S(=O)(=O)NCc2ccccc2)c1,-0.2%,nt,nt,nt,?,0%,-4%,13µM*
CCCCn1c(N)c(N2CCOCC2)c(=O)n(CC(=O)NC(C)c2ccccc2)c1=O (stereo unspecified),-1.1%,3%,-3%,-7%,-1%,-6%,-2%,2%
COc1ccc(-c2cn3cccnc3n2)cc1Br,-0.8%,1%,?,5%,-5%,3%,-1%,-3%
COc1ccc(CNC(=O)c2cc3c(=O)[nH]c4ccccc4c3n2C)cc1,2.3%,1%,2%,12%,-8%,6%,2%,-18%
Cc1cc(NCc2ccc(F)cc2Cl)n2nnnc2n1,0.0%,1%,-5%,?,8%,-5%,2%,4%
CN1CCN(S(=O)(=O)c2ccc(Sc3nc4ccccc4[nH]3)c3nsnc23)CC1,-1.0%,9%,5%,-4%[46.1 µM],-8%,-6%,-3%,-3%
NC1=Nc2cccc3cccc1c23,1.0%,-12%,-2%,-38%,3%,0%,3%,7%
COCCCN(CCC#N)C(=O)c1c(-c2c(Cl)cccc2Cl)noc1C,4.1%,8%,4%,-13%,-6%,-6%,-2%,-9%

# 6 entries from above, with values under each structure:
# Screens in order – Epigenetic derep | CBFb RUNX1 block | GLA spleen mod | NPSR antag | Tau fluor cs | TRb-SRC2 inh | TR SRC2 fluor cs | Tau FP inhib
Cc1ccc(C)c(N2CCN(C(=O)CCCOc3cc(=O)n(C)c4ccccc34)CC2)c1
 : -1.2% | -6% | -23% | ? | -4% | 5% | 0% | -11%
CO[C@H]1COC(=O)C/C=C\[C@H](C)[C@@H](OC)COC(=O)[C@H](C)COC(=O)C/C=C\[C@@H]1C
 : 1.1%[10.1 µM] | 6%[13.1 µM] | -3%[17.5 µM] | nt | -8%[11.6 µM] | -4%[11.2 µM] | 2%[11.2 µM] | 0%[11.6 µM]
CCN(CC)S(=O)(=O)c1ccc(NC(=O)C2CCCO2)cc1 (stereo unspecified)
 : -1.1% | 1% | -2% | -5%[46.1 µM] | 1% | -1% | 0% | -3%
Cc1ccc(OCC(=O)N/N=C\c2ccncc2)c(C)c1
 : 0.0% | -14% | -5% | 7% | 0% | 4% | -2% | 10%
O=C(Nc1ccc(Br)cc1)c1ccc(Br)c(S(=O)(=O)NCc2ccccc2)c1
 : -0.2% | nt | nt | nt | ? | 0% | -4% | 13µM*
CCCCn1c(N)c(N2CCOCC2)c(=O)n(CC(=O)NC(C)c2ccccc2)c1=O (stereo unspecified)
 : -1.1% | 3% | -3% | -7% | -1% | -6% | -2% | 2%
